hIAP block: human IAP inhibition; P09923; purified IAP, CDP-Star luminescence, 30 min; inhibition, % at 10 µM; hit rate 0.12% among 330,000; AID 2544;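 active = inhibition reaching a set limit with compound at 10 µM in the primary screen, cut at about 35% in these data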;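 also: plate controls were DMSO wells with enzyme for no effect and no-enzyme buffer wells for full effect; values of inactives mirror those of a sister screen read the other way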
Target sequence (P09923 whole entry, looked up): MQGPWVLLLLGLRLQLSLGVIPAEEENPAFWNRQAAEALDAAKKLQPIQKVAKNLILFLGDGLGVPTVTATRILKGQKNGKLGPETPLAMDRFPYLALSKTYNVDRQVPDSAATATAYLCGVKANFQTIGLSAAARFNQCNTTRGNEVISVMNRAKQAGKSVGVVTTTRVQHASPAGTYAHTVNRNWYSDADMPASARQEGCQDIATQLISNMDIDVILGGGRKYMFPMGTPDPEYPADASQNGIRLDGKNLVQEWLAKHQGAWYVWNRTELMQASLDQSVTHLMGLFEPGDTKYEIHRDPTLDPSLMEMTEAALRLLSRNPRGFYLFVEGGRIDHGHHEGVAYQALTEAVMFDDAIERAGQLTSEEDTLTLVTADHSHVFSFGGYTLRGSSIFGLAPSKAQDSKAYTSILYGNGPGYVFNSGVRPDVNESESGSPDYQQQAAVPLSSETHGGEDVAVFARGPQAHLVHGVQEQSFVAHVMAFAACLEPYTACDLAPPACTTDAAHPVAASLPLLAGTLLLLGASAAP
tim10-1 inh: inhibits growth of tim10-1 mutant yeast. S. cerevisiae tim10-1 ts strain growth, BacTiter-Glo, 24 h. inhibition, % at 20 µM. hit rate 2.2% among 330,000. AID 463190;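 active = inhibition of at least 40%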;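 also: mutant grown at 25 °C; 0% = DMSO wells with yeast and 100% = wells holding no yeast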
NLRP3 yeast inh: inhibitors of NALP3 inflammasome in yeast; Yeast reconstituted NLRP3/ASC/caspase-1, beta-gal luminescence, 24 h; inhibition, % at 10 µM; hit rate 0.39% among 330,000;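 active = inhibition of 50% or more; inactive = inhibition below 50%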;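 also: plate controls were induced DMSO wells for no effect and uninduced yeast grown without galactose for full effect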
hIAP activ: increases human intestinal alkaline phosphatase activity; P09923; purified human IAP, CDP-Star luminescence, 30 min; hits give high values; 1 = vehicle-only enzyme, 0 = enzyme-free background; activation factor at 10 µM; hit rate 0.16% among 330,000; AID 2524;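 active = activation factor of the enzyme at least 2-fold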; also: the source names both 10 and 20 µM as test concentration; values of inactives mirror those of a sister screen read the other way
mIAP inh: mouse IAP inhibition; purified mouse IAP, CDP-Star luminescence, 30 min; inhibition, % at 10 µM; hit rate 0.2% among 330,000;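 active = inhibition of at least 40% at 10 µM in the primary screen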;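 also: plate controls were DMSO with enzyme for no effect and no enzyme wells for full effect; values of inactives mirror those of a sister screen read the other way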
mIAP activ: mouse IAP activation | muIAP, CDP-Star luminescence, 30 min; hits give high values; 1 = vehicle-only enzyme signal, 0 = enzyme-free wells | activation factor at 10 µM | hit rate 0.24% among 330,000;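 active = activation factor of at least 2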; also: the source names both 10 and 20 µM as test concentration; values of inactives mirror those of a sister screen read the other way
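also added = chemiluminescent substrate CDP-Star | test system = mouse IAP enzyme | signal = chemiluminescence readout | compound = DMSO-dissolved test compounds | incubation = 30 min at room temperature | benchmarks = DMSO wells, no-enzyme wells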
Apaf-1 inh: inhibitors of human Apaf-1 apoptosome; O14727; hit rate 0.71% among 330,000; reconstituted apoptosome caspase-3 activity, DEVD-Rh110 fluorescence; inhibition, % at 20 µM; active = inhibition of at least 40% at 20 µM;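 also: plate controls were DMSO wells for no effect and DEVD-CHO caspase inhibitor wells for full effect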
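Material: reconstituted apoptosome with Apaf-1, cytochrome c, caspase-9, procaspase-3, dATP; medium: pH 7.5 Hepes buffer with CHAPS, BSA, DTT; also added: cytochrome c and DEVD-Rh110 substrate; timing: 30 min plus 50 min, RT; signal: Rh110 fluorescence intensity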
TIM10 inh: inhibits growth of TIM10 yeast strain; S. cerevisiae TIM10 strain growth, BacTiter-Glo luminescence, 24 h; inhibition, % at 10 µM; hit rate 1.4% among 330,000;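 active = inhibition of 40% or more at the single tested concentration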;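 also: wild-type TIM10 isogenic control strain grown at permissive 25 °C; 0% = DMSO yeast wells and 100% = minimal medium wells without yeast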
ATG4B inhibitor: ATG4B (human) cysteine protease inhibition | hit rate 0.51% among 340,000 | inhibition, % at 8.33 µM | Q9Y4P1 | ATG4B cleavage of LC3-PLA2, NBD-HPC fluorescence, 1 h; in the data active = inhibition above about 40%
Target sequence (Q9Y4P1 whole entry, looked up): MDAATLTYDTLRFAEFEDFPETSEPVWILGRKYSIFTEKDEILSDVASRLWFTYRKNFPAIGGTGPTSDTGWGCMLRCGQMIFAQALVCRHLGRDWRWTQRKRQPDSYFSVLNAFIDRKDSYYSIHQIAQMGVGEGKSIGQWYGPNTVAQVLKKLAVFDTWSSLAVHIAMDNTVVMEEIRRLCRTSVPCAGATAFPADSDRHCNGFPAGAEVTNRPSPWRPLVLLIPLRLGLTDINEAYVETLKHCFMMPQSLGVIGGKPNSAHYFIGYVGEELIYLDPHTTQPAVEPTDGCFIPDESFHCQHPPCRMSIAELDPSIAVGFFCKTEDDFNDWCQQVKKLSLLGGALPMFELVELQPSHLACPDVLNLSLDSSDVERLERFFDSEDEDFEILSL
The depositor's hits bear a star.

Molecule,hIAP block,tim10-1 inh,NLRP3 yeast inh,hIAP activ,mIAP inh,mIAP activ,Apaf-1 inh,TIM10 inh,ATG4B inhibitor
CCOC(=O)CN(C(=O)Cn1nnc2ccccc21)C(C(=O)NCCOC)c1ccccc1 (centres undefined),-6,1,-1,1.1,1,0.99,-4,5,-6
COc1cc(C(=O)N2CCN(S(=O)(=O)c3cccs3)CC2)cc(OC)c1C,-1,14,28,1,-9,1.1,27,14,-1
CSCC[C@H](NC(=O)Nc1cccc(C(F)(F)F)c1)C(=O)O,-1,-4,0,1,-2,1,0,3,2
COc1ccc(C2C3=C(CC(C)(C)CC3=O)N(C)C3=C2C(=O)CC(C)(C)C3)cc1,-12,13,-4,1.1,-1,1,2,-19,-4
COc1cccc(C(=O)N2CCOCC2)c1OC,-5,5,5,1,0,1,-6,-22,-1
COc1cc(NC(=O)c2csc(N)n2)cc(C(=O)Nc2cccc(C(F)(F)F)c2)c1,8,30,24,0.92,-4,1,1,13,-11
CCOC(=O)C1=C(C)NC(=S)NC1c1ccsc1 (centres undefined),14,15,7,0.86,6,0.94,-14,3,4
Cn1c(=O)c(=O)n(C)c2cc(S(=O)(=O)CCC(=O)NCc3ccccc3)ccc21,-8,13,5,1.1,4,0.96,2,6,-5
COc1ccc(-c2cc(C(=O)Nc3c(C)nn(Cc4ccccc4Cl)c3C)no2)cc1,7,10,12,0.93,5,0.95,10,-2,12
COc1ccc(CS(=O)(=O)/C(Cl)=C(/Cl)C(=O)Nc2ccc(OC)nc2)cc1,2,73*,10,0.98,3,0.97,-2,52*,-8
COc1ccc(-c2csc(Cc3nc(O)cs3)n2)cc1,-31,-5,26,1.3,21,0.79,8,15,-11
CCOC(=O)C1=C(CNCc2ccc(C)cc2)NC(=O)NC1c1cc(C)ccc1C (centres undefined),2,34,12,0.98,3,0.97,10,28,-2
CC(C)(C)OC(=O)N1CCC(NC(=O)c2nc[nH]c2C(=O)NCC(=O)OCc2ccccc2)CC1,-25,0,4,1.3,-2,1,14,10,2
CCOC(=O)C(NC(C)=O)(Nc1ccc(S(=O)(=O)Nc2cc(C)nc(C)n2)cc1)C(F)(F)F (centres undefined),15,7,2,0.85,-5,1,0,7,-8
COc1cccc(C(=O)NCCSCc2ccccc2Cl)c1,-4,22,21,1,-6,1.1,-3,13,6

Some of these compounds in order of molecular weight, ascending.
Molecule,hIAP block,tim10-1 inh,NLRP3 yeast inh,hIAP activ,mIAP inh,mIAP activ,Apaf-1 inh,TIM10 inh,ATG4B inhibitor
COc1cccc(C(=O)N2CCOCC2)c1OC,-5,5,5,1,0,1,-6,-22,-1
Cn1c(=O)c(=O)n(C)c2cc(S(=O)(=O)CCC(=O)NCc3ccccc3)ccc21,-8,13,5,1.1,4,0.96,2,6,-5
COc1ccc(CS(=O)(=O)/C(Cl)=C(/Cl)C(=O)Nc2ccc(OC)nc2)cc1,2,73*,10,0.98,3,0.97,-2,52*,-8

(next part)
Molecule,hIAP block,tim10-1 inh,NLRP3 yeast inh,hIAP activ,mIAP inh,mIAP activ,Apaf-1 inh,TIM10 inh,ATG4B inhibitor
CCNC(=O)N1CCN(C(=O)NCC)CC1,-4,-3,1,1,3,0.97,-12,-1,-31
COC(=O)c1ccc(SCc2ccccc2)nc1,14,-9,16,0.86,-10,1.1,4,-6,0
CCc1n[nH]c(=O)n1Cn1c(CC)n[nH]c1=O,-4,10,9,1,8,0.93,-1,4,-15
CCn1c2ccccc2c2cc(/C=N/NC(=O)c3ccccc3C)ccc21,3,1,9,0.97,-26,1.3,4,5,24
O=C(O)CC12CC3CC(C1)CC(n1ncc(N4CCC5(CC4)OCCO5)c(Cl)c1=O)(C3)C2,3,-6,1,0.97,0,1,-14,-11,2
O=C(CC(c1ccccc1)C1CCCCC1=O)c1ccco1 (centres undefined),-13,25,-28,1.1,4,0.96,-2,29,-1
CC(=O)Oc1cc2c(cc1Cl)C(c1cccs1)CC1(CC(C)(C)NC(=S)N1)O2 (centres undefined),-4,19,16,1,-1,1,10,16,-1
O=C(OCCOCCN=C1NS(=O)(=O)c2ccccc21)C1CC(=O)N(c2ccccc2)C1 (centres undefined),6,-15,3,0.94,8,0.92,-9,0,5
COc1ccc(C(=O)c2ccccc2)c(OCC(=O)NC2CC2)c1,0,-4,52*,1,1,0.99,-10,-20,-25
COC(=O)c1cccc(NC(=O)c2cnn(C)c2)c1,-3,2,5,1,-8,1.1,-10,18,2
Cc1nc(SCC(=O)N(CC(C)C)C2CCS(=O)(=O)C2)c2c(C)c(C)sc2n1 (centres undefined),18,14,11,0.81,-1,1,2,11,3
Cc1ccc(-c2nn(CCC(=O)O)cc2/C=C\C(=O)c2ccc(Br)cc2)cc1,-1,24,20,1,5,0.95,14,17,11
Cc1nnc(SC(C)C)n(N)c1=O,-14,7,-5,1.1,2,0.98,-14,-1,2
O=c1[nH]cnc(O)c1C(c1ccc2c(c1)OCO2)c1c(O)nc[nH]c1=O,-6,-17,16,1.1,28,0.72,2,-8,-13
Cc1ccc(S(=O)(=O)N2C(=O)CCC2C(=O)NCc2ccco2)cc1 (centres undefined),-11,3,-5,1.1,-9,1.1,3,-22,-1

Molecule,hIAP block,tim10-1 inh,NLRP3 yeast inh,hIAP activ,mIAP inh,mIAP activ,Apaf-1 inh,TIM10 inh,ATG4B inhibitor
COc1cc(NC(=O)COC(C)=O)cc(OC)c1OC,1,9,3,0.99,8,0.92,2,8,-2
CC(=O)c1cccc(S(=O)(=O)N2CCC(n3nnc4cc(F)ccc43)CC2)c1,-22,16,-12,1.2,5,0.95,8,-5,-19
COc1ccccc1N(C)S(=O)(=O)c1ccc(C(=O)Nc2nccs2)cc1,1,37,6,0.99,6,0.94,0,14,-6
N#C/C(=C/c1ccc(-c2ccc(Br)cc2)o1)C(=O)NC1CCCCC1,11,22,10,0.89,5,0.95,2,19,11
Cn1c(N)cc(=O)n(Cc2ccccc2)c1=O,-10,0,-6,1.1,4,0.96,-7,6,-7
O=C1NCCN1Cc1ccc(F)cc1,6,9,24,0.94,-1,1,-2,-8,6
COc1cccc(/C(O)=C2/C(=O)C(=O)N(CCN3CCOCC3)C2c2cccnc2)c1 (centres undefined),5,3,0,0.95,6,0.94,2,6,2
O=C(O)/C=C/c1cccc(NC(=O)c2ccc(Cl)cc2)c1,-2,3,6,1,9,0.91,-1,1,-6
Cc1oc2cc3oc(=O)c(CC(=O)N[C@H](C(=O)N[C@@H](C(=O)O)c4ccccc4)C(C)C)c(C)c3cc2c1C,-34,8,1,1.3,8,0.92,3,6,-15
O=C(CCc1nnc(CCCCc2ccccc2)o1)NCCN1CCOC1=O,-3,0,3,1,-15,1.2,2,-14,10
Cc1ccc(OCC(=O)N2CCc3ccccc3C2)c(C)c1,-1,15,33,1,-3,1,16,10,13
Cc1onc(-c2ccccc2)c1C(=O)N1CCCc2ccccc21,22,16,15,0.78,5,0.95,-5,-13,1
Cc1nn(-c2ccccc2)c(C)c1NC(=O)COC(=O)Cc1ccccc1F,6,8,11,0.94,8,0.92,-3,-1,9
COc1ccccc1C(CNC(=O)c1ccc(S(=O)(=O)N2CCCCC2)cc1)N(C)C (centres undefined),6,14,1,0.94,5,0.95,1,7,-8
CC(C)CCNC(=O)CSc1nnc(-c2ccc(S(=O)(=O)N3CCCC3)cc2)n1C,0,-2,-11,1,-13,1.1,-3,-5,-14

Molecule,hIAP block,tim10-1 inh,NLRP3 yeast inh,hIAP activ,mIAP inh,mIAP activ,Apaf-1 inh,TIM10 inh,ATG4B inhibitor
CCN(CC)S(=O)(=O)c1ccc2oc(C(=O)N3CCOCC3)c(C)c2c1,1,9,18,0.99,9,0.91,4,4,8
CC1CC(C)CN(S(=O)(=O)c2ccccc2[N+](=O)[O-])C1 (centres undefined),-5,10,4,1,-3,1,-2,4,3
Cc1ccc(S(=O)(=O)N2CCCCC2)cc1C(=O)Nc1ccccn1,-11,8,9,1.1,1,0.99,3,2,7
O=C(CSc1nnc(-c2ccccc2Cl)o1)N1CCOCC1,-3,0,-2,1,2,0.98,4,15,0
O=C1/C(=C/c2cccnc2)Oc2cc(OS(=O)(=O)c3ccc(Cl)cc3)ccc21,9,21,15,0.91,2,0.98,11,26,6
CCCOc1ccc(C2(C(=O)O)CCCC2)cc1,8,5,2,0.92,-1,1,-2,10,3
CC(=O)c1ccc(NC(=O)Nc2ccccc2)cc1,4,2,8,0.96,-33,1.3,0,-5,-11
CCN1C(=NCCCCO)N[C@@H](c2cccc(C(F)(F)F)c2)C(C(=O)OC)=C1C,6,-10,11,0.94,2,0.98,1,-6,3
Cc1ccccc1N1CCN(C2=NC(=O)/C(=C/c3cn[nH]c3-c3ccccc3)S2)CC1,-21,17,-15,1.2,4,0.96,1,-25,-3
COc1ccccc1-c1cc(C(=O)N2CCOCC2)no1,14,-8,18,0.86,0,0.99,2,4,2
CN1CCCC(CN2c3ccccc3Sc3ccccc32)C1 (centres undefined),35,16,40,0.65,13,0.87,15,9,4
CCOc1ccccc1N(C(=O)c1snc(C(N)=O)c1N)C(C(=O)NC1CCCC1)c1cccs1 (centres undefined),6,14,14,0.94,5,0.95,21,14,10
C=CCN1CN(S(=O)(=O)c2cccs2)c2nc3ccccc3nc21,16,31,11,0.84,13,0.87,-10,14,4
O=C(NCCc1ccccc1)C1CCC(CNS(=O)(=O)c2cccs2)CC1 (centres undefined),-4,-6,-2,1,-5,1,-1,6,-5
CC(C)COP(=O)(CNC(=O)CN1C(=O)c2ccccc2S1(=O)=O)OCC(C)C,-12,5,10,1.1,2,0.98,-1,3,-9

Molecule,hIAP block,tim10-1 inh,NLRP3 yeast inh,hIAP activ,mIAP inh,mIAP activ,Apaf-1 inh,TIM10 inh,ATG4B inhibitor
Cc1ccc(SCC(=O)NC(=O)NCc2ccco2)c(C)c1,24,19,4,0.76,2,0.98,-1,6,-2
Cc1cccc(C2NC(c3cccc(C)c3)C([N+](=O)[O-])C(C)(C)C2[N+](=O)[O-])c1 (centres undefined),12,24,13,0.88,10,0.9,16,25,-1
CCS(=O)c1ccccc1C(=O)OCC(=O)N1CCC(c2ccccc2)=N1 (centres undefined),2,6,14,0.98,1,0.99,-3,15,-16
CCCC(=O)C1=C(N(C)c2ccccc2)CC(C)(C)CC1=O,4,9,13,0.96,4,0.96,-3,-3,7
O=c1c2cnn(-c3ccccc3)c2nc(-c2cccs2)n1-c1ccc(Cl)cc1,10,-10,7,0.9,12,0.88,16,-5,2
COC(=O)Nc1ccc(S(=O)(=O)N2CCC(Cc3ccccc3)CC2)cc1,-3,45*,18,1,1,0.99,30,45*,1
COc1ccc2nc(N(CCN(C)C)C(=O)/C=C/c3cccs3)sc2c1,17,21,41,0.83,7,0.93,-14,25,-5
O=C(Nc1ccc(Br)cc1)C1CC(O)CN1C(=O)Oc1ccccc1 (centres undefined),9,4,27,0.91,1,0.99,-4,6,-6
COc1ccc2nc(NC(=O)C3CCN(S(=O)(=O)c4cccnc4)CC3)sc2c1,-6,-1,5,1.1,6,0.94,14,-1,-21
COc1ccc(Cl)cc1NC(=O)CN(C)C(C)C(=O)NC(=O)NC1CCCCC1 (centres undefined),-21,13,-2,1.2,6,0.94,30,7,-3
O=C(CN1C(=O)C2C3C=CC(C4CC34)C2C1=O)OCC(=O)c1ccccc1 (centres undefined),-20,7,-1,1.2,-13,1.1,13,-17,-5

Limited to hIAP block and Apaf-1 inh, for 2 of the compounds above:
Molecule	hIAP block	Apaf-1 inh
Cc1ccc(SCC(=O)NC(=O)NCc2ccco2)c(C)c1	24	-1
Cc1cccc(C2NC(c3cccc(C)c3)C([N+](=O)[O-])C(C)(C)C2[N+](=O)[O-])c1 (centres undefined)	12	16
